# Source: PubChem
# p97 inhibitor = human p97 ATPase inhibition. P55072. recombinant p97 ATPase, Kinase-Glo ATP luminescence, 3 h. inhibition, % at 8 µM. hit rate 0.42% among 220,000. AID 1481; in the data active = inhibition above about 15%;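 also: 0% = DMSO vehicle and 100% = wells lacking enzyme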
# FXIIa inh = factor XIIa (human) inhibition | P00748 | purified FXIIa, Boc-QGR-AMC fluorogenic substrate, 2 h | inhibition, % at 5 µM | hit rate 0.3% among 220,000 | AID 800; in the data active = inhibition above about 40%;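 also: 0% = enzyme with no compound and 100% = blank without enzyme; many of its hits are not listed in these tables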
# eIF4E-4G inh = inhibitors of eIF4E and eIF4G interaction in translation initiation; P63073+Q04637; TR-FRET eIF4E-eIF4GI(517-606) binding, 2 h; inhibition, % at 21.7 µM; hit rate 0.37% among 220,000; AID 782;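 active = inhibition above about 30%, limit read from the data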;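 also: 0% = full FRET control wells and 100% = background wells lacking eIF4GI fragment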
# Mdm2 ligase inh = blocks human Mdm2 ubiquitin ligase activity. cell-based MDM2 ubiquitination luciferase reporter, 2 h; 0 = plate control, 100 = twice control, blank-subtracted. signal enhancement, % at 5 µM. hit rate 0.11% among 210,000;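 active = signal enhancement of 30% or more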;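 also: luminescence tracks abundance of the self-degrading MDM2-luciferase fusion protein; higher signal means inhibition of MDM2 E3 ligase activity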
#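 Assay system: stable mammalian line carrying autodegrading MDM2–luciferase fusion reporter; amount: 2000 cells seeded into each well; buffer or medium: DMEM; benchmarks: plate control and blank wells; signal: luciferase luminescence; timing: 2 h compound exposure at 37 °C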
# hK5 inh = kallikrein 5 (human) inhibition; AID 873; hit rate 0.59% among 210,000; Q9Y337; recombinant hK5, fluorogenic AMC substrate cleavage; inhibition, % at 5 µM;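 active = inhibition of 40% or more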;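 also: 0% = enzyme controls without compound and 100% = no-enzyme blanks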
# Target sequence (Q9Y337 67-293 limits assumed): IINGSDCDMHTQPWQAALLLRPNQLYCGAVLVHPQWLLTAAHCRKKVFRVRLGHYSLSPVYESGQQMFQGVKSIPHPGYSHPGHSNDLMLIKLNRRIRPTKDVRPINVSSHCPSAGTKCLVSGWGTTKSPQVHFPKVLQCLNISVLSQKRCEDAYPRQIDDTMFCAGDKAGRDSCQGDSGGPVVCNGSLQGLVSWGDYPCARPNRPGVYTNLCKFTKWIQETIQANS
# Rad51 HR inh = blocks human Rad51 in homologous recombination; AID 1385; hRad51 DNA strand exchange, fluorescence dequenching; hit rate 0.085% among 200,000; inhibition, % at 10 µM;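 active = inhibition above 40% at the single screening dose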;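 also: 0% = DMSO control wells and 100% = blanks with heterologous ssDNA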
#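 Test system: preformed human Rad51 ssDNA filaments; also added: Donor/quencher-labelled 47-bp dsDNA substrate; doses: 10 µM final, single point; times: 37 °C 15-min filament assembly, 30-min compound preincubation, 15-min exchange; detection: FRET fluorescence dequenching, excitation 485 nm, emission 520 nm; read-out basis: Fluorescence-based percent inhibition, control- and blank-normalised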
# Wee1 stabilizer = inhibitors of human Wee1 degradation. HeLa Luc-Wee1K328M stability, luciferase luminescence; 100% = proteasome inhibitor MG132 effect. AID 1321. P30291. reporter increase, % at 5 µM. hit rate 1.2% among 220,000;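 active = activation above the mean of all tested compounds plus 3 SD, set per screening run, cut at about 8.8% in these data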;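 also: cells exposed to compound for 20 h before luminescence read; 0% = DMSO alone and 100% = MG132 at 30 µM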
# Target sequence (P30291 whole entry K328M): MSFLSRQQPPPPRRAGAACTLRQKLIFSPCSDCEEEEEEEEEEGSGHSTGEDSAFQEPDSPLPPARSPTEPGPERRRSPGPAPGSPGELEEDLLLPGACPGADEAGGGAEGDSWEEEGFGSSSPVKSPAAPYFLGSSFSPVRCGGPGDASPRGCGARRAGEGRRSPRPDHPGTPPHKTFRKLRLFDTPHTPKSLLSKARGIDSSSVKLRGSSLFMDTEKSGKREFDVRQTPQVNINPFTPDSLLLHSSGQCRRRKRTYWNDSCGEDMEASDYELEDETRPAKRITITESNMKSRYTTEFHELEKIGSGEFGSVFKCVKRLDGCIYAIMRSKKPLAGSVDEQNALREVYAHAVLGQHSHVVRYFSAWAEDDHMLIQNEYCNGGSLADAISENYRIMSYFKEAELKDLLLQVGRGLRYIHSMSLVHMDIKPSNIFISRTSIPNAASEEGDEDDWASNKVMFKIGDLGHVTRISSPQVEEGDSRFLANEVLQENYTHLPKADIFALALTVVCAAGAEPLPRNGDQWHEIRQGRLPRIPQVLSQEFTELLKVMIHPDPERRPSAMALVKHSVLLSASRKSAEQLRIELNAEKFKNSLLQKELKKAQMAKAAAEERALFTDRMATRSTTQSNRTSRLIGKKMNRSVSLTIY
# 14-3-3 Bad PPI = disrupts binding of bovine 14-3-3 zeta to phospho-Bad peptide. TR-FRET 14-3-3zeta/Dy647-pBad peptide displacement, 1 h. inhibition, % at 21.7 µM. hit rate 0.71% among 220,000;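 active = inhibition above about 70%, limit read from the data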;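 also: 0% = full 14-3-3 plus peptide FRET controls and 100% = background without 14-3-3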
# Target sequence (P63103 whole entry, looked up): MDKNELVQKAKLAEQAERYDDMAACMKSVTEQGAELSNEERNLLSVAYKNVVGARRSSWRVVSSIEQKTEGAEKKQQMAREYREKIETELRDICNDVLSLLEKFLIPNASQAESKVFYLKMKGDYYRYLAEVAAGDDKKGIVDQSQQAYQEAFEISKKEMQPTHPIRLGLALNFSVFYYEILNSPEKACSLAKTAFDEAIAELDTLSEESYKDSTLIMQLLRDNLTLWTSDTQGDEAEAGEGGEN
# FXIa inh 1536 = inhibitors of human coagulation factor XIa | AID 798 | P03951 | purified FXIa, Boc-Glu-Ala-Arg-AMC fluorogenic substrate | hit rate 0.14% among 220,000 | inhibition, % at 5 µM;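 active = inhibition of at least 40%; inactive = inhibition below 40%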;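 also: fluorescence of freed AMC excited at 355 nm; 0% = enzyme without compound and 100% = no enzyme blank; many of its hits are not listed in these tables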
# * marks the source's active call; other numbers are inactive results; . = no result given; [ ] = dose if it differs, or a comment.
SMILES,p97 inhibitor,FXIIa inh,eIF4E-4G inh,Mdm2 ligase inh,hK5 inh,Rad51 HR inh,Wee1 stabilizer,14-3-3 Bad PPI,FXIa inh 1536
O=C(Cn1c(=O)oc2cc(S(=O)(=O)NCc3ccccc3)ccc21)N1CCCC1,0,8,1,-6,-4,13,4,1,-4
COc1ccc(NC(=O)CSc2nnc(NC(=O)CN3CCOCC3)s2)cc1,3,12,-5,-35,10,-9,6,-11,13
CCCOC(=O)c1c(NC(=O)c2cnn3c2NC(c2ccccc2)CC3C(F)(F)F)sc2c1CCCC2 (stereo not drawn),4,3,1,-10,-9,-3,5,-4,4
O=C(c1ccccc1)c1ccc(OCC(O)CN2CCN(S(=O)(=O)N3CCCCC3)CC2)cc1 (stereo not drawn),-5,26,-1,-14,-5,-4,-2,-8,10
COc1ccc(C(=O)N/N=C/c2cc3ccccc3[nH]c2=S)cc1,3,14,10[fluorescence artefact?],-22,-8,14,2,-1[fluorescence artefact?],-9
Cc1ccc(S(=O)(=O)N2CCOCC2)cc1NC(=O)CNCc1cccnc1,3,8,-1,.,2,.,-2,8,2
CCN(CC)C(=O)Cn1cnc2c1c(=O)n(C)c(=O)n2C,2,13,2,-5,-2,-6,0,-4,7
O=c1[nH]c(SCc2ccccc2Cl)nc2c1CCCC2,3,5,1[fluorescence artefact?],-13,0,8,3,1,-8
O=c1ccn(-c2cccc(C(F)(F)F)c2)nc1-c1ccn(-c2ccccc2F)n1,1,-2,0,-22,-9,4,-1,-4[fluorescence artefact?],-5
O=C(NCc1ccccc1Cl)C1CCCO1 (stereo not drawn),5,7,2,-4,-12,-2,0,-3,-4
CCC(C)NC(=O)c1ccccc1NC(=O)c1ccc(CSc2ccc(C)cc2)cc1 (stereo not drawn),0,3,7[fluorescence artefact?],6,-12,4,-2,24[fluorescence artefact?],1
C/C(=N/NC(=O)C1CCCCC1)c1ccc([N+](=O)[O-])cc1,1,4,15,-3,-12,2,-2,-8,1
CCN(CC)c1nc(C#N)cc(-c2ccc(OC)cc2)n1,4,-6,0,-9,2,-4,2,6[fluorescence artefact?],20
Cc1ccn2c(NC3CCCCC3)c(C)nc2c1,3,-6,-6,-2,-6,-2,-2,37[fluorescence artefact?],-8
CCn1c(=O)c(C(=O)NNS(=O)(=O)c2ccc(Cl)cc2)c(O)c2ccccc21,5,7,-1[fluorescence artefact?],-9,-11,-9,-2,0,7
COc1cc(/C=N/Nc2nc3ccccc3[nH]c2=O)ccc1O,-1,1,2,-18,-7,14,-3,-3,-6
Nc1ccc2c(c1)nnn2-c1ccccc1,7,13,7,-16,-5,-36,2,4,-10
CCCn1c(C)cc(=O)c2cc(NC(=O)c3ccccn3)ccc21,5,16,.,-9,-4,2,2,.,2
C=CCn1c(SCC(=O)Nc2sccc2C#N)nc2sc(C)c(C)c2c1=O,0,17,-23[fluorescence artefact?],-13,37,-10,1,4,1
CCOC(=O)Cn1c2ccccc2n2nc(CCC(=O)O)c(=O)nc12,-1,3,0,-1,0,5,-1,-13,-7
COc1ccc(-c2c(C#N)c(C)nc3c2C(=O)c2ccccc2-3)cc1,5,10,-10,-11,-13,2,-1,-2,-2
Cc1cccc(N2CCc3c2nc2ccc(Br)cc2c3N)c1,1,6,13,-1,-8,-8,0,14,-1
O=C(CC1C(=O)NCCN1C(=O)Nc1ccccc1)Nc1cc(Cl)ccc1Cl (stereo not drawn),2,2,3,-3,-5,-8,-3,0,-5
Cc1cc(Nc2ccc3ccccc3c2)n2ncnc2n1,0,11,2,-8,10,3,-1,-7,1
O=C(Nc1cccc2c1C(=O)NC2=O)c1ccc(S(=O)(=O)N2CCCC2)cc1,1,-1,.,-17,8,-1,4,.,-8

# Among those listed so far, these have a thiophene ring, fused or not.
SMILES,p97 inhibitor,FXIIa inh,eIF4E-4G inh,Mdm2 ligase inh,hK5 inh,Rad51 HR inh,Wee1 stabilizer,14-3-3 Bad PPI,FXIa inh 1536
CCCOC(=O)c1c(NC(=O)c2cnn3c2NC(c2ccccc2)CC3C(F)(F)F)sc2c1CCCC2 (stereo not drawn),4,3,1,-10,-9,-3,5,-4,4
C=CCn1c(SCC(=O)Nc2sccc2C#N)nc2sc(C)c(C)c2c1=O,0,17,-23[fluorescence artefact?],-13,37,-10,1,4,1

# Returning to the listing, starting 2 compounds before the break.
SMILES,p97 inhibitor,FXIIa inh,eIF4E-4G inh,Mdm2 ligase inh,hK5 inh,Rad51 HR inh,Wee1 stabilizer,14-3-3 Bad PPI,FXIa inh 1536
Cc1cc(Nc2ccc3ccccc3c2)n2ncnc2n1,0,11,2,-8,10,3,-1,-7,1
O=C(Nc1cccc2c1C(=O)NC2=O)c1ccc(S(=O)(=O)N2CCCC2)cc1,1,-1,.,-17,8,-1,4,.,-8
Cc1cc(=O)[nH]c(N/N=C/c2cccs2)n1,4,16,2[fluorescence artefact?],-2,-4,.,0,-3,10
Cc1ccc(Cn2c(-n3nc(C)cc3C)nc3c2c(=O)[nH]c(=O)n3C)cc1,-1,9,-2,-4,-11,-1,2,2,-3
O=C(CCC(NC(=O)OCc1ccccc1)C(=O)OCc1ccccc1)NCC(=O)OCc1ccccc1 (stereo not drawn),-3,-1,15,16,-9,16,2,-8[fluorescence artefact?],4
O=C(Nc1ccccc1OC(F)F)C1CCCN1C(=O)c1cccs1 (stereo not drawn),3,6,-1,-8,-14,-3,0,-11[fluorescence artefact?],3
NC(=O)COC(=O)c1oc2ccccc2c1CSc1ccc(Cl)cc1,-9,11,-3[fluorescence artefact?],.,-9,.,0,-8,6
CCCOc1ccc(N2C(=O)C3ON(c4ccccc4)C(CCC)C3C2=O)cc1 (stereo not drawn),2,11,-1,-14,13,-4,-3,0,-12
O=C(CNC(=O)c1ccccc1)OC(C(=O)Nc1cc(C(F)(F)F)ccc1Cl)c1ccccc1 (stereo not drawn),0,17,2,1,0,5,4,1,1
CCOc1ccccc1NS(=O)(=O)N(C)C,0,20,3,-14,-10,3,0,6,8
CCN1C(=O)CC(C(=O)NC)SC1=Nc1cc(Cl)c(O)c(Cl)c1 (stereo not drawn),6,3,-2,-11,6,-1,-3,8,-7
Nc1ccc2nc(Cc3ccccc3)[nH]c2c1,5,4,3,.,0,2,-3,31,-2
O=c1c2cc(N3CCOCC3)ccc2[nH]c(=S)n1CCCN1CCCCC1,-8,8,.,-12,-5,-1,-1,.,-2
Cc1cc(N)n(-c2ncnc3scc(-c4ccc(Cl)cc4)c23)n1,-4,15,0[fluorescence artefact?],2,-9,-2,-1,0,6
Cc1ccccc1Nc1ncnc2c1cnn2Cc1ccccc1,8,4,-8,-11,3,-19,-3,-1,2
COc1ccc(/C=C(/C#N)C(=O)Nc2ccccc2C)cc1C(=O)O,2,11,3,-5,-16,0,-2,-12[fluorescence artefact?],2
CC(=O)Nc1ccc(NC(=O)C2CCN(C(=O)c3cccs3)CC2)cc1,-1,9,4,4,2,1,-1,-17,-2
N/N=C(/Cc1nc2ccccc2[nH]1)c1ccc([N+](=O)[O-])cc1,-1,12,-2,-10,4,-6,-1,1,2
CCNC(=O)NC(=O)C(C)Sc1nnc(COc2ccccc2Cl)o1 (stereo not drawn),-1,-3,0,-2,-5,-14,0,3,-9
Cc1cccc(CCN(CC(=O)NC2CCCCC2)C(=O)c2csnn2)c1,2,-1,0,-5,-6,9,-1,-4,-5
Cc1nn2c(nc(N3CCOCC3)c3ccccc32)c1C=C(C#N)C#N,-2,-1,3,.,-24,.,-1,8,-2
CCn1c2ccccc2c2cc(NC(=O)c3ccccc3[N+](=O)[O-])ccc21,4,28,3,-10,-10,2,-1,16,24
Cn1nnc(NC(=O)CSc2ccc(Cl)cc2)n1,1,6,1,-13,-25,6,1,10,8
Cc1ccc2c(COC(=O)CC3Sc4ccccc4NC3=O)cc(=O)oc2c1C (stereo not drawn),1,13,18,-5,-23,-9,3,-5[fluorescence artefact?],4
Cn1c(CNc2nc3ccccc3n2CCN2CCCCC2)nc2ccccc21,-5,-1,-12,-11,-50,-1,0,-25[fluorescence artefact?],2
O=C(NCc1ccncc1)c1cnccn1,4,6,-2,-6,32,6,-2,1,5
O=C(CN1CCCC1)Nc1nnc(-c2cccs2)s1,4,12,15,6,-14,0,3,-18[fluorescence artefact?],4

# Following part
SMILES,p97 inhibitor,FXIIa inh,eIF4E-4G inh,Mdm2 ligase inh,hK5 inh,Rad51 HR inh,Wee1 stabilizer,14-3-3 Bad PPI,FXIa inh 1536
CCOC(=O)C(Sc1n[nH]c(N)n1)c1ccccc1 (stereo not drawn),6,4,-1[fluorescence artefact?],-1,-5,-7,-2,-3,5
COc1cc2c(cc1OC)C(C)=NCC2,2,-10,5,-7,-34,-7,-1,8,-10
O=C1CC2c3ccccc3C1C1C(=O)N(CCc3ccccc3)C(=O)C21 (stereo not drawn),6,4,1,6,-2,-2,-3,-7,-3
CC(=O)NC1C(=O)Nc2c1cccc2C(F)(F)F (stereo not drawn),2,-7,1,-14,22,-7,-1,3,-8
COc1ccc(S(=O)(=O)N2CCN(C(=O)c3cc(C)oc3C)CC2)cc1,2,11,5,-25,4,1,-3,-8,3
CCCn1c(N)[n+](CC(=O)c2ccco2)c2ccccc21,-2,6,5,10,17,8,0,-7,-3
CC(=O)Nc1ccc(S(=O)(=O)NCc2ccncc2)cc1,0,10,-2,-9,4,-4,12*,2,-2
Cc1ccc(NC(=O)N2CCC(c3ccccc3)C2)cc1C (stereo not drawn),4,14,1,.,.,.,7,5,5
NNC(=O)CCn1c2ccccc2c2ccccc21,3,0,2,0,-8,10,0,-5,-7
CCOC(=O)c1cc(C#N)c(N)nc1C,2,11,-8,-11,4,6,1,-16,1
CCCn1nnc2ccccc2c1=O,-1,-2,-2[fluorescence artefact?],-13,-25,-41,2,-7[fluorescence artefact?],-6
Cc1c(C#N)c2ccccc2n1CC(=O)O,11,-2,3[fluorescence artefact?],7,-2,.,2,1[fluorescence artefact?],-3
C[C@H](NC(=O)c1ccccc1Cl)C(=O)OCC(=O)N1CC2(C)CC1CC(C)(C)C2 (stereo partly drawn),0,10,4[fluorescence artefact?],-6,-7,-5,0,-1,1
C#CCNC(=O)C1=C[C@H](c2csc3ccccc23)C[C@H](OCc2ccc(CO)cc2)O1,1,11,-5,.,3,-3,0,2,7
CC(C)NC(=O)CN(c1cccc([N+](=O)[O-])c1)S(=O)(=O)c1ccccc1,3,7,0,-21,-8,-1,-2,0,0
COc1ccc(Cl)cc1-c1nc(SCC(=O)NC(C)(C)C)n[nH]1,-2,7,-2,-22,-8,15,3,0,0
CCc1cc(-c2[nH]ncc2-c2ccc3c(c2)OCO3)c(O)cc1O,14,21,1,.,10,8,-2,1,11
Cn1cnnc1SCCC(=O)Nc1ccccc1,-8,7,14,-2,-15,3,-1,-19,3
O=C(CSc1nnc(Cc2cccs2)n1Cc1ccco1)Nc1cc(Cl)cc(Cl)c1,0,-6,-1,-3,-1,-5,-3,0,-7
CCOC(=O)CCCCC(=O)c1[nH]c(=O)[nH]c1CSc1nc2ccccc2[nH]1,-5,7,-4[fluorescence artefact?],-3,-24,4,1,17[fluorescence artefact?],10
CCc1nc(SCc2cccnc2)[nH]c(=O)c1C,3,13,-5,-24,2,-2,-3,6,4
Cc1cc(S(=O)(=O)N(Cc2ccc(C(C)(C)C)cc2)Cc2cccs2)ccc1-n1cnnn1,-7,2,-7,-4,-9,0,-1,1[fluorescence artefact?],-6
Cc1oc2nc(SCCCC(=O)NCCO)nc(N)c2c1C,-4,14,2,-1,-4,-3,1,-12,5
COc1cccc(C(=O)Nc2ccc3c(c2)C(=O)N(CCC(=O)O)C3=O)c1,2,10,-7,-8,-2,2,5,1,10
